Screening data (PubChem BioAssay)
KB-V1 cytotox = kills drug-selected multidrug resistant KB-V1 cells | Potency, µM (doses to about 46.1 µM), for the others: top-dose activity change, negative = cytotoxicity, actives largely listed as cytotoxic | actives 3.4% (n = 400,000) | AID 1347076 | KB-V1 MDR cells viability, CellTiter-Glo, 72 h; also: potency is read from the fitted curve at half-maximal effect; % is scaled to controls: 0 for no effect and ±100 for the full control effect; nearly all actives have a fitted effect of over 60% in size
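Cytotoxicity toward P-gp-expressing KB-V1 cells was determined as loss of CellTiter-Glo luminescence after 72 h at 37 degrees C. Compounds were tested in quantitative HTS format across a concentration range, with curves fitted to normalized data.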
HT1080-NT tox = kills 2HG-producing HT-1080-NT fibrosarcoma cells | HT-1080-NT fibrosarcoma viability, CellTiter-Glo ATP luminescence, 48 h | Potency, µM (doses to about 46.1 µM), for the others: at the top dose activity, negative = less viability, most hits filed as cytotoxic | actives 1.6% (n = 360,000);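 also: NT is the 2HG producing partner of a matched IDH1 knockdown line; potency is read from the fitted curve at half-maximal effect; 0% = DMSO-treated cells and -100% = media-only wells without cells; nearly all actives have a fitted effect of over 55% in size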
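HT-1080-NT fibrosarcoma cells (2HG-overproducing), 750 cells/well in RPMI with 5% FBS, dosed after 2 h and incubated 48 h at 37C. CellTiter-Glo luminescence normalized to DMSO and no-cell wells; concentration-response curves fitted and classed.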
KB-3-1 cytotox = kills parental KB-3-1 adenocarcinoma cells; actives 1.4% (n = 400,000); KB-3-1 viability, CellTiter-Glo ATP luminescence, 72 h; Potency, µM (doses to about 46.1 µM), without a hit: top-dose activity change, negative = cytotoxic, most hits filed as cytotoxic; also: potency is read from the fitted curve at half-maximal effect; % is scaled to controls: 0 for no effect and ±100 for the full control effect; nearly all actives have a fitted effect of over 60% in size
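Multi-concentration cytotoxicity screen in KB-3-1 cells grown in DMEM lacking phenol red with 10% FBS. After 72 h at 37 °C with compound, ATP-dependent luminescence was recorded.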
HT1080 IDH1KD tx = toxicity to HT-1080 IDH1 knockdown cells (counter line). actives 2% (n = 360,000). HT-1080 IDH1 knockdown viability, ATP luminescence, 48 h. Potency, µM (highest dose often 46.1 µM), without a hit: top-dose activity, negative = toxicity, usual class: cytotoxic. AID 686971;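 also: potency is read from the fitted curve at half-maximal effect; 0% = DMSO wells and -100% = cell-free medium wells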
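Using the IDH1-knockdown HT-1080 line run in the same batch and compound series as the NT line, viability after 48 h at 37 °C was determined by CellTiter-Glo luminescence and expressed as % activity.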
ATXN viability = cell viability loss in ATXN counter-screen | S2 cells (HEK-293 line with an ATXN2-luciferase reporter) viability, CellTiter-Fluor protease fluorescence, 24 h | actives 0.49% (n = 400,000) | Potency, µM (top dose mostly 56.7 µM), actives largely listed as cytotoxic; also: potency is read from the fitted curve at half-maximal effect; nearly all actives have a fitted effect of over 40% in size
SW480 rerep = induces DNA re-replication in SW480 colon adenocarcinoma cells; Potency, µM (titrated, usually from 46.1 µM), for the others: at the top dose re-replication activation, hits mostly activators; SW480 DNA re-replication, Hoechst DNA content imaging, 48 h; actives 1.8% (n = 340,000); also: potency is read from the fitted curve at half-maximal effect; % of control where 0% means no effect; nearly all actives have a fitted effect of over 55% in size
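Readout is total intensity of Hoechst-stained nuclei, excited at 405 nm and collected at 500-530 nm. Compound treatment lasted 48 hr at 37 C in 5% CO2 before staining.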
IL1B secr inh = inflammasome signaling inhibition, IL-1 beta readout | THP-1 LPS/ATP IL-1B secretion, AlphaLISA, 16 h; stronger effect = lower value | activity change, % at 57.5 µM | actives 4.7% (n = 360,000); in the data active = activity change below about -50%; inconclusive = mostly about -30% to -49%; also: % is scaled to controls: 0 for no effect and ±100 for the full control effect
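THP-1 cells pretreated 1 hr with compounds (up to 57.5 uM final), then stimulated with LPS (250 ng/mL final) plus ATP (1.25 mM final); secreted IL-1B measured by AlphaLISA after 16 hr, decreased signal indicating inhibition.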
ATXN2 expr inh = reduces ATXN2 reporter expression in HEK-293 cells; HEK-293 ATXN2-luciferase reporter, luminescence, 24 h; actives 0.72% (n = 360,000); Potency, µM (series often up to 57 µM), for the others: at the highest dose activity change, negative = inhibition, actives largely listed as inhibitors; also: potency is read from the fitted curve at half-maximal effect; % is scaled to controls: 0 for no effect and ±100 for the full control effect; nearly all actives have a fitted effect of over 55% in size
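ATXN2-luciferase reporter cells (luciferase flanked by upstream and downstream ATXN2 gene portions) were treated 24 h at 37 °C with compounds at up to 57 uM. SteadyGlo luminescence gave expression; GF-AFC fluorescence gave viability.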
MCF10A rereplic = DNA re-replication induction in MCF 10a cells | actives 2.9% (n = 350,000) | MCF 10A DNA re-replication, Hoechst nuclear intensity, 48 h | AID 624296 | Potency, µM (top dose mostly 46.1 µM), for inactives: top-dose activity, positive = re-replication, most hits filed as activators; also: potency is read from the fitted curve at half-maximal effect; % of control where 0% means no effect; nearly all actives have a fitted effect of over 50% in size
An asterisk follows results filed as active; i = inactive; ? = inconclusive; nt = no result given; [ ] = remark or other dose. Unless noted, calls follow the shape of the dose curve; as a rule, active = well fitted curve in the direction sought with a large enough effect; inconclusive = small, poorly fitted or top-dose-only effect, or another doubt; inactive = no such curve, though single readings can be large; an effect the other way counts as inactive or inconclusive.

Values in the order: KB-V1 cytotox | HT1080-NT tox | KB-3-1 cytotox | HT1080 IDH1KD tx | ATXN viability | SW480 rerep | IL1B secr inh | ATXN2 expr inh | MCF10A rereplic
- O=C(CSc1ccc(Cl)cc1)c1ccco1
→ -7% | 2% | -6% | -20% | i | 0% | -28 | 8% | -4%
- Clc1ccccc1OCCCCN1CCCCC1
→ 15% | -6% | 3% | 1% | i | -12% | -8 | -23% | 6%
- O=C1OC(/C(=C\Nc2ccc(F)cc2F)[N+](=O)[O-])c2ccccc21 (centres undefined)
→ 6% | ? | -2% | 18µM* | i | 10% | -98* | -18%[11.3 µM] | 16%
- COc1ccc(CCN=C(N)NS(=O)(=O)c2ccc(F)cc2)cc1OC
→ 17% | -3% | 0% | -10% | i | -10% | 0 | -8% | 0%
- CCN(c1ccccc1)S(=O)(=O)c1ccc(NC(=O)c2nc(S(C)(=O)=O)ncc2Cl)cc1
→ ? | 18µM* | 5.2µM* | 16µM* | nt | 5.2µM* | -97* | 13µM* | ?
- COC(=O)C1CCN(c2cc(=O)n(Cc3ccc(F)cc3)c(=O)[nH]2)CC1
→ 10% | 1% | -3% | 3% | i | 11% | 8 | -8% | -22%
- Cc1cccc(Nc2nc(-c3c(C)nc4ccccn34)cs2)c1
→ 7.3µM* | ? | ? | ? | ? | ? | -96* | ? | -3%
- CCN(CCCNC(=O)C1CCN(S(=O)(=O)c2cccc3nonc23)CC1)Cc1ccccc1
→ 1% | 2% | 2% | -1% | i | -2% | 5 | -2% | 0%
- Cc1ccc(Cl)cc1N1CCN(C(=O)Cc2c(C(=O)O)c(C)cn2C)CC1
→ ? | nt | -3% | nt | i | nt | nt | 19% | nt
- O=C(CSc1nnc(COc2ccc(Cl)cc2)o1)N1CCCCC1
→ ? | 1% | -3% | -13% | i | -1% | -9 | 3% | 0%
- COc1cc(C2C(C#N)=C(N)N(c3ccc(F)cc3)C3=C2S(=O)(=O)CC3)ccc1O (centres undefined)
→ -1% | -1% | -11% | 30% | i | ? | -22 | -7% | ?
- N#CC1=C(N)SC(N)=C(C#N)C1c1ccnc2ccccc12
→ 23% | 4% | -4% | 0% | i | -7% | 5 | 13% | -5%
- CC1CCc2nn(CC(=O)NCCCN3CCOCC3)cc2C1 (centres undefined)
→ 13% | 11% | 24% | 5% | i | -2% | 3 | 5% | -10%
- O=c1[nH]c2ccc(NS(=O)(=O)c3ccc([N+](=O)[O-])cc3)cc2[nH]1
→ -1% | 1% | 2% | -3% | i | 1% | 18 | -10% | -33%[inhibitor]
- O=C(Cn1cc(C(F)(F)F)ccc1=O)N/N=C/c1ccc(O)cc1
→ 19% | 8% | -1% | 4% | i | -13% | 0 | 5% | 1%
- Cc1cccc(NC(=S)N(C)C2CCCCC2)c1
→ 16% | 5% | -4% | -1% | i | 1% | 4 | 3% | 5%
- O=C(Nc1ccc2c(c1)CCC2)c1c(F)cccc1Cl
→ 4% | 14% | 5% | 6% | i | -1% | 0 | 94%[activator] | -1%
- CC(=O)Oc1cccc(N2C(=O)c3ccc(C(=O)O)cc3C2=O)c1
→ 1% | 4% | 11% | 0% | i | -4% | 24 | -3% | 1%
- COc1ccc(NC(=O)CN(C)C(=O)c2n[nH]c3ccccc23)cc1
→ 11% | 0% | -7% | 2% | i | 2% | -8 | 38%[activator] | -8%
- CCOc1ccccc1-c1nc(CN2CCCN(C(=O)c3ccco3)CC2)c(C)o1
→ -4% | 6% | 0% | -1% | i | 0% | 0 | 3% | -3%
- O=C(Nc1ccccc1)c1sc(N2CCOCC2)nc1-c1ccccc1
→ ? | 4% | -4% | 12% | i | 3% | -5 | 10% | 12%
- CC(C)c1ccc(NC(=O)c2cc3sc(Cl)cc3n2C)cc1
→ -9% | nt | 0% | nt | i | nt | nt | -12% | nt
- CC(C)C(=O)NC(=S)Nc1ccc(CN2CCOCC2)cc1
→ ? | -1% | 8% | 1% | i | -10% | 14 | 3% | -6%
- Cc1ccc(-c2ocnc2C(=O)N2CCOCC2)cc1
→ 0% | -1% | 13% | 0% | i | -9% | 0 | -8% | -2%
- C=CCn1c(SCC(C)=O)nnc1-c1ccc2ncccc2c1
→ 9% | 1% | -4% | -4% | ? | -20% | 5 | 1% | 1%
- Cc1nnc(NC(=O)CSc2nnc(-c3ccc(S(=O)(=O)N4CCCC4)cc3)n2C)s1
→ 1% | 9% | -1% | 7% | i | -7% | 3 | 2% | -3%
- Cn1c2ccccc2c2nnc(N/N=C/c3ccc(O)cc3)nc21
→ 18% | 8% | 6% | 4% | nt | -17% | 3 | -1% | -2%
- CN(C)c1ccc(/C=C(\C#N)c2ccccc2)cc1
→ ? | 12µM* | ? | 10µM* | i | 3.7µM* | 14 | nt | 3.7µM*
- O=C(COC(=O)C1CCN(S(=O)(=O)c2cccs2)CC1)c1cc2ccccc2o1
→ 17% | -4% | -1% | -6% | i | ? | 29 | 4% | -4%
- Cc1ccc(OCC(=O)N(C)CC(=O)NCc2ccco2)c(Br)c1
→ -7% | -19% | 15% | 0% | i | 2% | 4 | 2% | -1%

Of the compounds above, three have an aryl methoxy group.
Values in the order: KB-V1 cytotox | HT1080-NT tox | KB-3-1 cytotox | HT1080 IDH1KD tx | ATXN viability | SW480 rerep | IL1B secr inh | ATXN2 expr inh | MCF10A rereplic
- COc1ccc(CCN=C(N)NS(=O)(=O)c2ccc(F)cc2)cc1OC
→ 17% | -3% | 0% | -10% | i | -10% | 0 | -8% | 0%
- COc1cc(C2C(C#N)=C(N)N(c3ccc(F)cc3)C3=C2S(=O)(=O)CC3)ccc1O (centres undefined)
→ -1% | -1% | -11% | 30% | i | ? | -22 | -7% | ?
- COc1ccc(NC(=O)CN(C)C(=O)c2n[nH]c3ccccc23)cc1
→ 11% | 0% | -7% | 2% | i | 2% | -8 | 38%[activator] | -8%

Full records from above. Values in the order: KB-V1 cytotox	HT1080-NT tox	KB-3-1 cytotox	HT1080 IDH1KD tx	ATXN viability	SW480 rerep	IL1B secr inh	ATXN2 expr inh	MCF10A rereplic
Cc1nnc(NC(=O)CSc2nnc(-c3ccc(S(=O)(=O)N4CCCC4)cc3)n2C)s1 as listed: 1%	9%	-1%	7%	i	-7%	3	2%	-3%
CN(C)c1ccc(/C=C(\C#N)c2ccccc2)cc1 as listed: ?	12µM*	?	10µM*	i	3.7µM*	14	nt	3.7µM*
O=C(Nc1ccccc1)c1sc(N2CCOCC2)nc1-c1ccccc1 as listed: ?	4%	-4%	12%	i	3%	-5	10%	12%

Later entries
Values in the order: KB-V1 cytotox | HT1080-NT tox | KB-3-1 cytotox | HT1080 IDH1KD tx | ATXN viability | SW480 rerep | IL1B secr inh | ATXN2 expr inh | MCF10A rereplic
- Cc1ccc(-c2nnn(CC(=O)N(CC(=O)NCC3CCCO3)c3ccc(F)c(Cl)c3)n2)o1 (centres undefined)
→ 15µM* | 2% | 12% | -6% | i | -4% | -5 | -12% | -3%
- COc1ccc(CN2CCNC(=O)C2CC(=O)N(C)Cc2ccncn2)c(OC)c1 (centres undefined)
→ 5% | 4% | -1% | 6% | i | 1% | -26 | -25% | -1%
- O=C(CN(c1cccc(Br)c1)S(=O)(=O)c1ccccc1)N/N=C/c1cc([N+](=O)[O-])ccc1O
→ 17% | 7.3µM* | ? | 15µM* | i | ? | 118 | ? | ?
- O=C(c1ccc(Cl)c(S(=O)(=O)N2CCc3ccccc32)c1)N1CCN(c2ccccc2O)CC1
→ 18µM* | -21% | -16% | ? | ? | 15% | -73* | ? | ?
- COc1ccc(CCN2C(=NC(=O)C(C)C)SC3CS(=O)(=O)CC32)cc1 (centres undefined)
→ 7% | -3% | 19% | -18% | i | -5% | 20 | 1% | 7%
- CCc1cccc(CC)c1NC(=O)CN1CCN(c2ccccc2)CC1
→ -9% | 12% | -8% | -3% | i | -3% | -11 | -18% | -2%
- Nc1c2c(nc3sc4c(c13)CCCCC4)CCCCC2
→ 8.2µM* | 3% | ? | 10% | ? | -10% | ? | 5% | ?
- COc1ccc(-c2nn(-c3ccccc3)cc2/C=C\C(=O)N2CCOCC2)cc1[N+](=O)[O-]
→ 3% | 0% | 21% | 2% | i | -8% | -10 | 13% | -5%
- O=C(O)c1c2cc(Br)ccc2nc2[nH]c(=O)[nH]c(=O)c12
→ 1% | -3% | 2% | 5% | i | -3% | -5 | 0% | -2%
- CC(C)[N+](C)(C)CC(O)CN(c1ccccc1)c1ccccc1 (centres undefined)
→ 19% | 6% | -2% | -7% | i | -2% | -18 | -17% | 1%
- Cc1nc(N2CCN(C)CC2)c2c(C)c(C(=O)Nc3ccc(C)c(F)c3)sc2n1
→ 9% | -5%[9.24 µM] | 6% | 14µM* | i | ? | -60* | ? | ?
- COc1ccccc1-n1ccnc1SCC(=O)NCc1ccco1
→ ? | 12% | 1% | 6% | i | -1% | -1 | -15% | 0%
- CC(=O)Nc1cccc(C(=O)OCC(=O)Nc2nnc(-c3ccccc3)o2)c1
→ 29% | -1% | 3% | -2% | i | -3% | 7 | 4% | 2%
- COCC(=O)N1CCCC(C(=O)c2ccc(Oc3ccccc3)cc2)C1 (centres undefined)
→ ? | -16% | -2% | -1% | ? | -3% | 0 | -20% | 2%
- CCN(CC)S(=O)(=O)c1ccc(C(=O)NCCN2C(=O)S/C(=C\c3cccnc3)C2=O)cc1
→ -3% | -1% | -10% | -8% | i | -120%[inhibitor] | 15 | nt | -8%
- CC(/C=C/C=C/c1ccccc1)=N/NC(=O)c1ccc2c(c1)OCCO2
→ 6% | -4% | -2% | 6% | i | -4% | 7 | 15% | -5%
- CCOc1ccccc1N1CC(C(=O)NCCOc2ccccc2OC)CC1=O (centres undefined)
→ nt | 1% | nt | 6% | i | -2% | -1 | 4% | -6%
